KDM5B inhibitor = KDM5B demethylase inhibition | Q9UGL1 | KDM5B demethylase, FDH-coupled NADH fluorescence (FDH is formaldehyde dehydrogenase) | Potency, µM (series often up to 57.7 µM), without a hit: top-dose activity change, negative = inhibition, usual class: inhibitors | actives 2.6% (n = 220,000) | AID 1347165; active = well fitted inhibition curve with a large enough effect; inconclusive = small, poorly fitted or top-dose-only effect; inactive = no such curve, though single readings can be large or run the other way; note: 0% is about no effect; nearly all actives have a fitted effect of over 70% in size
Target sequence (Q9UGL1 whole entry, looked up): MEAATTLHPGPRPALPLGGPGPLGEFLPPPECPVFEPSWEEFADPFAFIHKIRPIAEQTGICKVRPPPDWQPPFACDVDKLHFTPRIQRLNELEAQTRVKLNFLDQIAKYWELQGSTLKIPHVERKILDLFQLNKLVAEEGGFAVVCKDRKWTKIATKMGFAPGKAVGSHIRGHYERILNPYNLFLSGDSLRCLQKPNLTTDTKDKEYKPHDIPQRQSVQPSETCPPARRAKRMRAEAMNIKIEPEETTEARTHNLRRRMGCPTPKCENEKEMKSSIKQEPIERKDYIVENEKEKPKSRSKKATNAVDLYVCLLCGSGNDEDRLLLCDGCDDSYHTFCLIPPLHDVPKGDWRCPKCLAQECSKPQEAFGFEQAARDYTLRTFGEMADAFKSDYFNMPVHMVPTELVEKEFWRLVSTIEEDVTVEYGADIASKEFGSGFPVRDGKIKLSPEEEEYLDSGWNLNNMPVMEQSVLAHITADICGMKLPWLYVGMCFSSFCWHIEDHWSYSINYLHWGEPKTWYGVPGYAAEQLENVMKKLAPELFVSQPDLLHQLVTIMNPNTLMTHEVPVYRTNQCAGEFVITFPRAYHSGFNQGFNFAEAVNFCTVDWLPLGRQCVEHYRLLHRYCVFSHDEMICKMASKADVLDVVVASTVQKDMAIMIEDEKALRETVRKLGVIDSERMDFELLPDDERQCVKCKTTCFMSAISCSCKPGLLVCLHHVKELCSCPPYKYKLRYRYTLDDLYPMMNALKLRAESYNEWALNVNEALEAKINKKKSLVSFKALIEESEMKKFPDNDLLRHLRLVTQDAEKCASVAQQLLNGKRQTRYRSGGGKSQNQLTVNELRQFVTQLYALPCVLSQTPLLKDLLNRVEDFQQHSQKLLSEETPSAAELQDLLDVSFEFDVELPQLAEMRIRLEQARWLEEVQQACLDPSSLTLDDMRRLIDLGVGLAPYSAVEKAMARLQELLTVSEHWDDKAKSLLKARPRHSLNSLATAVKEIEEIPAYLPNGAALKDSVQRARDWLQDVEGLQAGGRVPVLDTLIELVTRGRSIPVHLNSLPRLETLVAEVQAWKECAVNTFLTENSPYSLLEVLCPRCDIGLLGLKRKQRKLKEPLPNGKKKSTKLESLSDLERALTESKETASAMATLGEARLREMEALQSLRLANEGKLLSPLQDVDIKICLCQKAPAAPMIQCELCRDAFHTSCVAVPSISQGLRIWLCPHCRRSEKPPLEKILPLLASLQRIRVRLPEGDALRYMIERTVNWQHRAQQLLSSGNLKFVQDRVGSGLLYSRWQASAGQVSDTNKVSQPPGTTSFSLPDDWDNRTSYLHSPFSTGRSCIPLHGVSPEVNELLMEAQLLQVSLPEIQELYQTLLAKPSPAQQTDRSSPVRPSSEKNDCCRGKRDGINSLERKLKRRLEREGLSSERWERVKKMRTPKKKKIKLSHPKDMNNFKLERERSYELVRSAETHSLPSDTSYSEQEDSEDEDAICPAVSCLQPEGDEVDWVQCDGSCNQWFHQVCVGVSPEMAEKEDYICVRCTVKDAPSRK
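Measured: NADH fluorescence change, 30 min, RT. System: KDM5BΔAP 200 nM final, H3K4me3 peptide, α-KG, Fe(II), ascorbate, NAD⁺ plus FDH, pH 7.5 HEPES. Compounds: titrated, 10 min pre-incubation with enzyme.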
* = called active by the depositor; i = inactive; u = inconclusive; [ ] = another dose, or the depositor's remark. Potency is the fitted concentration of half-maximal effect. A portion of the library; rates above refer to the full screens.

mol | KDM5B inhibitor
CCn1c(=O)c(=O)[nH]c2c(=O)oc3ccc(S(=O)(=O)Nc4ccc(OC)cc4)cc3c21 | u
O=C(CCc1nc(CN2CCN(S(=O)(=O)c3ccc(F)cc3)CC2)no1)N1CCCCC1 | 21%
CCC1CCCCN1CC(O)COCc1cccc(OC)c1 (stereo not drawn) | 20%
CCc1nc2nc(C)c(NC(=O)Nc3cccc(C(F)(F)F)c3)c(=O)n2[nH]1 | -4%
COc1cccc(C(=O)OCc2nc(N)c3ccccc3n2)c1OC | 1%
CC(C)c1nc(-c2ccc(OC3CCNC3)cc2)no1 (stereo not drawn) | -9%
O=C(Cn1ccn2nc3c(c2c1=O)CCCC3)NCc1ccc2c(c1)OCO2 | 11%
CCc1nc(N2CCN(CCO)CC2)c(C#N)c2c1CCCC2 | u
NC(=O)c1cccc(CN2CCC3(CC2)CC(c2ccccc2)=NO3)c1 | -4%[149 µM]
CC1(C(=O)NCC2CCCO2)CCCc2cnc(Nc3ccccc3)nc21 (stereo not drawn) | -3%[86.2 µM]
CC(Sc1ccccc1)C(=O)N(Cc1ccco1)c1c(N)n(Cc2ccccc2)c(=O)[nH]c1=O (stereo not drawn) | -26%
CC(C)CNc1nc(-c2ccc3c(c2)CCC(=O)N3)cs1 | 0%
CCc1ccccc1NC(=O)N1CCCC(Cn2c(C)nc3cccnc32)C1 (stereo not drawn) | 13%
CCC(=O)N1CCc2c(C(=O)NCc3ccccc3F)cccc21 | 3%
COC(=O)c1sccc1S(=O)(=O)Nc1ccc(OC(F)(F)F)cc1 | 15%
O=C(c1ccc(Br)o1)N1CCC(c2n[nH]c(=O)n2Cc2ccc(F)cc2)CC1 | 15%
CC(=O)Oc1ccc2c(-c3ccc(F)cc3)noc2c1 | u
c1ccc(C(Nc2ccc3nnnn3n2)c2ccccn2)cc1 (stereo not drawn) | 9%
CCOc1ccc(C(=O)Nc2c(C(=O)c3ccccc3)oc3ccccc23)cc1 | -6%
Cc1ccc(C(=O)NCc2ccccc2CN2CCCC2)cc1S(=O)(=O)N1CCOCC1 | -8%
COc1cccc(C(=O)c2sc(Nc3cc(C)cc(C)c3)nc2N)c1 | -28%
NC(=O)c1ccc(-c2nnn(CC(O)COCc3ccc(Cl)cc3)n2)cc1 (stereo not drawn) | -1%
COc1ccccc1-c1ccnc2c(-c3ccc(Br)cc3)c(C)nn12 | 11%
COCCn1c(C)cnc1CCNC(=O)c1ccc(OC)nc1 | 14%
O=C(NCc1cccnc1OCC(F)(F)F)c1ccc(Cl)o1 | 2%
COC(=O)c1sccc1NC(=O)c1ccccc1Br | -9%
O=C(NCc1ccc(F)cc1)N1C[C@@H](CN2CCOCC2)[C@@H](CO)C1 | 20%
CCn1c2ccccc2c2cc(NC(=O)COC(=O)c3cc(S(N)(=O)=O)c(Cl)cc3Cl)ccc21 | 23%
O=C(CN1CCN(c2ccccn2)CC1)Nc1cc(F)ccc1F | -4%
O=C1NC(=NC2CCCC2)C2(CCN(Cc3cccnc3)CC2)N1c1cc(F)cc(F)c1 | 27%[115 µM]
O=C(O)CC1(CC(=O)N[C@H]2C[C@@](O)(C(=O)N[C@H]3CCCNC3=O)C[C@@H](O)[C@@H]2O)CCCC1 | -3%
COc1ccc(CCNC(=O)c2c(C)noc2-c2ccccc2OC)cc1OC | -8%
CCOc1ccc(NC(=O)CSc2nc3ccccc3nc2N2CCCC2)cc1 | -8%
O=C1NCc2ccccc2CC12CCN(Cc1c[nH]c3ccccc13)C2 (stereo not drawn) | u
COc1ccccc1/C=C/C(=O)c1ccc(OCc2ccccc2)cc1OCc1ccccc1 | 12%
O=C(CCSCc1ccc(Cl)cc1)N1CCN(c2ccccc2F)CC1 | -22%
O=C(CNCc1ccccc1Cl)Nc1ccc2c(c1)OCCO2 | u
N#Cc1ccc(/C=C/C(=O)c2cccc(N3CCOCC3)c2)cc1 | u
Cc1c(CCC(=O)Nc2ccc(F)cc2)c(=O)oc2cc(O)ccc12 | u
Cc1nn(C)c2c(=O)n(CC(=O)NCc3ccccc3)ccc12 | 5%
COCCCNC(=O)c1cnc2c(-c3ccc(F)cc3)c(C)nn2c1C | -22%
CC(C)c1ccc(CN2CCc3ncc(C(=O)Nc4ccccc4)n3CC2)cc1 | u
COc1ccc(C(=O)N2CCc3nn(C)c(=O)n3CC2)cn1 | -17%
O=C(NCc1nnc2n1C(C(=O)N1CCN(c3ncccn3)CC1)CC2)C1CC1 (stereo not drawn) | u
C[C@@H]1CN(C(=O)c2nc3sccn3c2CNC2(c3ccccc3)CC2)C[C@H](C)O1 | -15%
Cc1csc(NC(=O)NC2CC(=O)N(c3ccc(F)cc3)C2)n1 (stereo not drawn) | 4%
Cc1cnn(Cc2c(C(=O)NC3CCc4nnc(C)n4CC3)noc2C)c1 (stereo not drawn) | -27%
Cc1ccc(CN2CCC(c3nn(C)c(=O)n3Cc3ccccc3)CC2)o1 | 8%
Cc1ccccc1CN1CCc2nc(C(=O)Nc3ccccc3)oc2CC1 | 28µM*
COc1nccnc1NC1CCNCC1 | 16µM*
CN1CCN(C(=O)Cn2nc(-c3ccc(Cl)cc3)c3ccccc3c2=O)CC1 | 21%
Cc1oc2cc(OCC(=O)Nc3ccccc3F)ccc2c(=O)c1Oc1ccc(F)cc1 | 6%
O=C(O)c1ccccc1N/N=C/C1=C(N2CCOCC2)C(=C\c2ccccc2)/CC1 | -12%
Cn1ncc2c(C(=O)NC3CC3)cc(-c3ccc(F)cc3)nc21 | 112µM*
Cc1ccc(OCc2nc(C3CCCCN3C(=O)c3ccn[nH]3)no2)cc1 (stereo not drawn) | -23%
CCOc1ccc(C(=O)N2CCC[C@H]2c2nc(-c3ccccc3)no2)cc1 | 10%
Cc1noc(C)c1C(=O)N1Cc2ccccc2CC2(CCCN(C)C2)C1 (stereo not drawn) | 26%[115 µM]
CCOc1ccc(CNC(=O)c2c(C)sc3ccn(C)c(=O)c23)cc1 | 2%
CC(C)Cn1c(NCc2ccco2)nc2c1c(=O)[nH]c(=O)n2C | 9%
CC(=O)N1CCN(c2nc3c(F)cc(F)cc3s2)CC1 | -21%

Continued, starting with the last two of the part before.
mol | KDM5B inhibitor
CC(C)Cn1c(NCc2ccco2)nc2c1c(=O)[nH]c(=O)n2C | 9%
CC(=O)N1CCN(c2nc3c(F)cc(F)cc3s2)CC1 | -21%
N#Cc1ccccc1OCC(=O)NCc1ccccc1 | 9%
Cc1cc(-c2nc3ccncc3[nH]2)c(C)[nH]1 | 32µM*
C(=N\N=C(c1ccccc1)c1ccccc1)/c1cn[nH]c1-c1ccccc1 | 3%
COC(=O)COc1ccc2c(=O)c(Oc3ccc(C(=O)OC)cc3)c(C)oc2c1 | -21%
CN(C)c1ccc(Nc2nc3ccccc3n3nnnc23)cc1 | u
CC(=O)Nc1ccc(NC(=O)CCc2c(C)nc3c(c(C)nn3-c3ccccc3)c2C)cc1 | u
Cc1nc(-c2cc3ccc(OC(=O)C(C)C)cc3oc2=O)cs1 | i
COc1ccc(NC(=O)c2ccc(-c3nc(CSc4ccccc4)c(C)o3)cc2)cc1OC | -11%
COc1ccccc1N1CCN(C(=O)C(=O)c2cn(CC(=O)N3CCCCCC3)c3ccccc23)CC1 | -4%
COc1cc(C(=O)CCN(C)C)cc(OC)c1OC | -21%
O=C(/C=C/c1ccccc1OCc1cccnc1)c1ccc(O)cc1 | 10%
COc1ccc(NC(=O)COC(=O)c2ccc3ccccc3n2)c(OC)c1 | 7%
COCC(=O)N1CCN(S(=O)(=O)c2ccccc2)C[C@@H]1C(=O)N[C@H](Cc1cccnc1)C(=O)OC | 34%[activator]
Cc1ccccc1N(C)C1CN(C(=O)c2ccccc2)C1 | 5%[149 µM]
Cc1cccc(OCCC(=O)NC(C)c2ccc(F)cc2)c1 (stereo not drawn) | 4%
CC(NC(=O)CCSCc1ccccc1F)c1ccccc1 (stereo not drawn) | -6%
COCCNC(=O)C(NC(=O)c1ccccc1)C1CCN(C(=O)c2ccccc2OC)CC1 (stereo not drawn) | -22%
Cc1ccc(OCc2ccc(C(=O)Nc3cccc(C)c3)cc2)cc1 | 9%
CC(=O)c1c(C)nn(CC(=O)N2C[C@H](O)[C@@H](N3CCC(O)CC3)C2)c1C | -26%
Cc1ccc(Cl)cc1NC(=O)N1CCC(Oc2ncccc2C(=O)N2CCOCC2)C1 (stereo not drawn) | 12%
Cc1ccc(S(=O)(=O)N2CCOCC2)cc1C(=O)NCC1CCCO1 (stereo not drawn) | -2%
CCC(C)NC(=O)C1COC2(CCC(C)CC2)N1C(=O)c1ccccc1F (stereo not drawn) | 12%
CC(=O)Nc1ccc(NC(=O)CC2C(=O)Nc3nc(C)nn32)cc1 (stereo not drawn) | -12%
Nc1ncccc1CN1CCC(CO)(CN2CCCC2)CC1 | -17%
CC(C)CC(=O)N1CCC2(CC1)CC(N(Cc1ccc(F)cc1)C1CC1)CCO2 (stereo not drawn) | -4%
CN1C(=O)c2cccn2CC1CNC(=O)c1n[nH]c(=O)c2ccccc12 (stereo not drawn) | -14%
CC(C)c1noc(-c2cccn3c(CNC(=O)COc4ccc(F)cc4)nnc23)n1 | u
CCOC(=O)C1=C(CS(=O)(=O)c2ccc(C)c(C)c2)NC(=O)NC1c1ccccc1OCC (stereo not drawn) | -29%
CCC(C(=O)Nc1sc2c(c1C#N)CCCC2)n1cnc2c1c(=O)n(C)c(=O)n2C (stereo not drawn) | -30%
CC1(C)C[C@H](NC(=O)c2ccccc2)[C@@]2(CCC(=O)NCc3ccco3)CC[C@](C)(O)C[C@@H]12 | -22%
CCn1cc(CN(C)C2CCc3nn(CC4CC4)c(=O)n3CC2)c(C)n1 (stereo not drawn) | -26%
COc1ccc(S(=O)(=O)N2CC(O)CC2C(=O)Nc2cccnc2)cc1 (stereo not drawn) | -3%
CCC1c2ccsc2CCN1C(=O)COc1ccc2ccc(=O)oc2c1 (stereo not drawn) | u
Nc1nccnc1C(=O)NCc1cccc(Cl)c1 | u
CCOC(=O)C1=C(C)N=C2SC=C(CC(=O)N3CCOCC3)N2C1c1ccccc1OC (stereo not drawn) | u
CCCNC(=O)N(C1CCOCC1)C1CCN(C(=O)c2ccc(C)c(F)c2)CC1 | -10%
CCc1c(C)sc(NC(=O)CCC(=O)O)c1C(=O)NC1CC1 | -4%
O=C(c1ccccc1F)N1CCC(N2Cc3ccccc3C2=O)CC1 | 22%[149 µM]
CCCCN(CC)c1nc(-c2ccccc2F)nc2ccccc12 | -19%
O=C(NCc1ccc(Cl)nc1)c1cn2c(n1)CN(C(=O)OCc1ccccc1)CC2 | -3%[115 µM]
Cc1cc(C(=O)N2CCOC[C@H](Oc3ccc(S(C)(=O)=O)cc3)C2)c(C(F)(F)F)o1 | 3%
O=C(C(c1ccccc1)N1CCN(S(=O)(=O)c2cccs2)CC1)N1CCCC1 (stereo not drawn) | 14%
COc1ccc(N2CC3(C2)CN(c2ccccc2)C(=O)O3)cc1OC | -19%[86.2 µM]
COc1cc(C=O)c(OC)cc1Br | u
Cc1[nH]c2ccc(C(=O)N3CCC(C(N)=O)CC3)cc2c1C | -1%
CCOC(=O)N1CCC(NC(=O)c2cnn3c(C)c(Cc4ccccc4)c(C)nc23)CC1 | -21%
Cc1ccccc1NC(=O)C(Sc1ccccc1)c1ccccc1 (stereo not drawn) | 20%
CCOc1ccccc1NC(=O)N1CCCCCCN(C)C(=O)CC1 | -19%
O=C(Nc1nnc(Cc2ccccc2)s1)C1CCCO1 (stereo not drawn) | -10%
CCN(Cc1nc(-c2ccc(OC)c(OC)c2)no1)C(=O)Nc1ccc(C)cc1 | 10%
COc1ccc(C(=O)Nc2ccc3nc(N4CCCC4)sc3c2)c(OC)c1 | -2%
O=C(NCc1nnc2n1C(C(=O)NCc1ccc3c(c1)OCO3)CC2)C1CC1 (stereo not drawn) | -17%[115 µM]
CCOC(=O)c1c(S(=O)(=O)NCC(=O)Nc2ccc(C)c(N(C)C)c2)c(C)n(C)c1C | -15%
NS(=O)(=O)c1ccc(NC(=O)COC(=O)COc2cccc(C(F)(F)F)c2)cc1 | -3%
COc1ccc(-n2nnc(-c3nc(-c4ccc5c(c4)OCO5)no3)c2C)cc1Cl | -1%
Brc1ccc(-c2noc(CCc3nc4ccccc4[nH]3)n2)cc1 | -7%
Clc1cccc(-c2nc3ccccn3c2Nc2ccc3c(c2)OCCO3)c1 | u
O=C(CNC(=O)c1ccco1)NCC(=O)OCc1ccccc1Cl | 19%
Cc1nc2c(C(=O)NCCc3ccc(Cl)cc3)cnn2c(C)c1Cc1c(F)cccc1Cl | u

A few values from above.
Under KDM5B inhibitor, COC(=O)COc1ccc2c(=O)c(Oc3ccc(C(=O)OC)cc3)c(C)oc2c1 is entered as -21%
Under KDM5B inhibitor, C[C@@H]1CN(C(=O)c2nc3sccn3c2CNC2(c3ccccc3)CC2)C[C@H](C)O1 is entered as -15%
Under KDM5B inhibitor, Cc1cc(-c2nc3ccncc3[nH]2)c(C)[nH]1 is entered as 32µM*
Under KDM5B inhibitor, COC(=O)c1sccc1NC(=O)c1ccccc1Br is entered as -9%

Structures above printed as active in KDM5B inhibitor.
mol | KDM5B inhibitor
Cc1ccccc1CN1CCc2nc(C(=O)Nc3ccccc3)oc2CC1 | 28µM*
COc1nccnc1NC1CCNCC1 | 16µM*
Cn1ncc2c(C(=O)NC3CC3)cc(-c3ccc(F)cc3)nc21 | 112µM*
Cc1cc(-c2nc3ccncc3[nH]2)c(C)[nH]1 | 32µM*
